RMI-FANCM inh – RMI-FANCM interaction inhibition; Fluorescence polarization, RMI core complex with F-MM2 peptide; stronger effect = lower value; FP signal (polarization) at 33 µM; hit rate 0.58% among 70,000; in the data active means FP signal below about 40; further: inactives centre near 61; strong numbers were not always called active; unit not given here
The depositor's hits bear a star; & = joins results of further samples.

Start of the listing, in advance, 2 compounds:
molecule	RMI-FANCM inh
CC(=O)N1CCc2c(sc(NC(=O)c3ccccc3S(C)(=O)=O)c2C#N)C1	53
COc1ccc(-c2c(C#N)c(OC)nc3c2CCc2ccccc2-3)cc1	57&47

The list itself (from the top)
molecule	RMI-FANCM inh
CC(=O)N1CCc2c(sc(NC(=O)c3ccccc3S(C)(=O)=O)c2C#N)C1	53
COc1ccc(-c2c(C#N)c(OC)nc3c2CCc2ccccc2-3)cc1	57&47
COc1ccc(C(=NCS(=O)(=O)c2ccc(C)cc2)n2c(=S)nc(-c3ccc(OC)cc3)n(CS(=O)(=O)c3ccc(C)cc3)c2=S)cc1	61
O=C(Cc1cccc2ccccc12)NCCN1CCN(c2ccccc2F)CC1	64
CCOc1ccc(CC(=O)NCC2CCN(CCOC)CC2)cc1	81
CC(=O)NN1C(=O)CSC1=S	57
O=C(CCSc1ccc(F)cc1)Nc1cccc(-c2nc3ccccc3[nH]2)c1	79
O=S(=O)(Cc1ccc(Cl)cc1)c1nc2ccccc2nc1N1CCN(c2ccccc2F)CC1	78
Cc1ccc(C(=O)Nc2ccc(Br)cn2)cc1[N+](=O)[O-]	59
CCOC(=O)c1ccc(NC(=O)C(=O)c2c[nH]c3ccccc23)cc1	62
COc1ccc(NC(=O)C(C)Cn2nc(C)nc2C)cc1 (stereo not given)	63
CC(=O)N1CCN(c2c(C)cnc3c2c(=O)n(CC(=O)Nc2cccc(F)c2)c(=O)n3C)CC1	67
COc1ccc(S(=O)(=O)n2ccnc2)cc1C(C)C	78
COc1ccc2oc(-c3csc(NC(=O)COc4ccccc4)n3)cc2c1	66
CCS(=O)(=O)c1ccc(-c2ccc(NC(=O)c3ccc(S(=O)(=O)N4CCOCC4)cc3)cc2)nn1	66
COC(=O)c1ccc(CS(=O)(=O)C(Cl)(Cl)Cl)o1	57
O=C(CSc1nnc2ccc(-c3ccc(Cl)cc3)nn12)NCc1ccccc1	54
Cc1ccccc1C(=O)Nc1c(C)nc2sc(C)c(C)n2c1=O	66
Cc1nnc2ccc(N3CCN(C(=O)NCc4ccccc4)CC3)nn12	64
NC(=O)C1CCN(S(=O)(=O)CCCOc2ccc(F)cc2)CC1	60
O=C(O)c1ccc2[nH]c(=S)[nH]c2c1	54
CCCc1cnc(N2CCN(CC(=O)Nc3ccc(F)cc3)CC2)nc1	55
CC(=O)N1CCN(S(=O)(=O)CCCOc2cccc3c2OC(C)(C)C3)CC1	58
O=C(CCCn1c(=O)[nH]c2ccsc2c1=O)N1CCN(c2cccc(C(F)(F)F)c2)CC1	61
O=C1Nc2cc(Cl)c(Cl)cc2C(=O)C1(F)c1ccccc1 (stereo not given)	47
CC(C)(C)c1ccc(C2=NNC(SCC(=O)c3ccc(Cl)cc3)=NN2)cc1	55
COc1cccc(C(=O)Nc2cc(C)nn2-c2nc3ccc(F)cc3s2)c1OC	96
CCCS(=O)(=O)Nc1ccc2c(c1)N(CCC(C)C)C(=O)C(C)(C)CO2	67
COc1cccc2sc(N(Cc3ccccn3)C(=O)CCSc3ccc(C)cc3)nc12	67
COc1ccc(N2CCN(C(=O)/C=C/c3ccccc3)CC2)nn1	63
Cn1c(NCCO)nc2c1c(=O)n(Cc1ccccc1)c(=O)n2C	56
COc1ccc(CCNC(=O)c2ccc(CSc3ccc(Cl)cc3)o2)cc1OC	59&57
CN(C)c1ccc(CCCNC(=O)c2ccccc2F)cc1	72
Cc1cccc(Cn2cnc3c(cnn3CCNC(=O)C34CC5CC(CC(C5)C3)C4)c2=O)c1	65
O=[N+]([O-])c1ccccc1N1CCOCC1	53
c1cncc(CSc2nnc(-c3ccc4c(c3)OCCO4)o2)c1	73
CC(C)Oc1ccc(C(=O)Nc2ccc3c(c2)N(C)C(=O)C(C)(C)CO3)cc1	69
O=S(=O)(Cc1noc(CSc2ccc(Cl)cc2)n1)c1ccccn1	57
N#Cc1c(-c2ccccc2)c(-c2ccccc2)nn(CC(=O)NN)c1=O	58
CCCCn1c(O)c(C=Nc2cccc(C(F)(F)F)c2)c(C)c(C#N)c1=O	63
Cc1cc(C(=O)CSc2nnnn2-c2ccccc2)c(C)n1-c1cc(F)ccc1F	65
CC(=O)N1CCN(C2=NC(=O)/C(=C\c3ccc(-c4ccc(Cl)c(Cl)c4)o3)S2)CC1	56
CCOC(=O)C1CCC(C(=O)OCC)N1C(=O)Nc1ccc(Cl)cc1 (stereo not given)	55
N#CCC(=O)NCc1ccccn1	53
COc1cccc2cc(-c3nnc(NC(=O)Cc4ccccc4)o3)oc12	59
Cc1onc(-c2c(Cl)cccc2Cl)c1C(=O)O/N=C(/N)c1ccc([N+](=O)[O-])o1	58
CC(C(=O)O)n1cnc2ccccc21 (stereo not given)	60
Cc1nc2c(cnn2-c2ccccc2)c(=O)n1/N=C\c1ccc2c(c1)OCO2	56
CCOC(=O)C1CCCN(c2ccc(S(=O)(=O)Cc3ccc(Cl)cc3)nn2)C1 (stereo not given)	75
CCCN1C(=O)C(C)(C)COc2ccc(NC(=O)COCC)cc21	65
Cc1cc(NC(=O)/C=C/c2ccccc2)n(C(C)C)n1	67
O=C(NCc1ccc2c(c1)OCO2)C(=O)Nc1ccc(F)c(Cl)c1	52
Cc1ccc(CNC(=O)C(=O)NCC2COC3(CCCC3)O2)cc1 (stereo not given)	59
CCOc1ccccc1C(=O)Nc1ccc2c(c1)NC(=O)C(C)(C)CO2	69
COc1cccc(/C=C2\SC(N)=NC2=O)c1	76
CSc1nsc(SC)c1C(=O)N1CCSCC1	56
CC(=O)/C(=C\N(C)C)SCc1ccccc1C	52
COC(=O)c1ccccc1NS(=O)(=O)c1cccc2cccnc12	61
CON=C(C(=O)NC1C(=O)N2C(C(=O)O)=C(COC(C)=O)CSC12)c1csc(N)n1 (stereo not given)	60
CCOC(=O)CSc1nc2c(c(=O)[nH]1)C(c1ccc([N+](=O)[O-])cc1)C1=C(CC(C)(C)CC1=O)N2 (stereo not given)	51

Carrying on:
molecule	RMI-FANCM inh
Cn1cncc1S(=O)(=O)/C(C#N)=N\Nc1ccc(OC(F)(F)F)cc1	55
Cc1cc(NC(=O)c2ccc3c(c2)OCCO3)n(C)n1	65
CCCCN1CCC(O)(C#N)CC1	60
Clc1ccc(CN2CCC(c3nc4ccccc4[nH]3)CC2)c(Cl)c1	63
COc1cc(C(=O)Nc2ccc3c(c2)CN(C(=O)c2ccco2)CC3)cc(OC)c1OC	71
Cn1nc(C(=O)N2CCN(C(c3ccccc3)c3ccccc3)CC2)ccc1=O	61
O=C(Nc1ccc2c(c1)C(=O)NC2=O)c1ccc([N+](=O)[O-])cc1	59
O=C(CSc1nnc2scc(-c3ccc(Cl)cc3)n12)Nc1nc(-c2ccccc2)ns1	131
O=C(NCc1ccccc1)c1sccc1S(=O)(=O)N1CCN(c2ccc(Cl)cc2)CC1	65
CCCN(CCC)S(=O)(=O)c1ccc(C(=O)NCC(=O)NNC(=S)Nc2ccc(Cl)c(Cl)c2)cc1	56
COC(=O)c1ccc2c(=O)n(CC(C)c3ccccc3)c(=S)[nH]c2c1 (stereo not given)	77
COC(=O)c1sccc1-n1cccc1	62
CC(=O)OCC(=O)CC12CC3CC(CC(C3)C1)C2	56
O=C1Cc2cc(NC(=O)c3cccs3)ccc2N1	54
Cc1cc(C(=O)CSc2nc3sc4c(c3c(=O)n2-c2ccccc2)CCCC4)c(C)n1-c1cc(F)ccc1F	93

Random excerpt: seven records from the list.
molecule	RMI-FANCM inh
Cn1nc(C(=O)N2CCN(C(c3ccccc3)c3ccccc3)CC2)ccc1=O	61
Clc1ccc(CN2CCC(c3nc4ccccc4[nH]3)CC2)c(Cl)c1	63
Cn1cncc1S(=O)(=O)/C(C#N)=N\Nc1ccc(OC(F)(F)F)cc1	55
Cc1cc(C(=O)CSc2nc3sc4c(c3c(=O)n2-c2ccccc2)CCCC4)c(C)n1-c1cc(F)ccc1F	93
COc1cc(C(=O)Nc2ccc3c(c2)CN(C(=O)c2ccco2)CC3)cc(OC)c1OC	71
COC(=O)c1sccc1-n1cccc1	62
O=C(NCc1ccccc1)c1sccc1S(=O)(=O)N1CCN(c2ccc(Cl)cc2)CC1	65

Carrying on:
molecule	RMI-FANCM inh
CCCS(=O)(=O)N1CCCc2cc(NS(=O)(=O)CCc3ccc(OC)cc3)ccc21	74
COc1ccccc1-c1nnc(N)o1	68
Nn1cnc2cc3ccccc3cc2c1=O	56
CCc1nn(C)c2c(=O)c(=O)c2n(C)[nH]1	32*
C#CCOC(=O)CNS(=O)(=O)c1ccc([N+](=O)[O-])cc1	55
CSc1ccc(NC(=O)C2CCCN2S(C)(=O)=O)cc1 (stereo not given)	68
Fc1cccc(Cl)c1CSc1ncc(-c2ccccc2)[nH]1	55
O=C(NC(=O)N1CCN(c2ccc(F)cc2)CC1)c1ccccc1	61
O=C(NC(=O)c1ccccc1C(F)(F)F)NN1CCOCC1	62
O=C(Cn1cnc(-c2ccccc2)cc1=O)NCc1ccc2c(c1)OCO2	74
Cn1c(=O)c2c(SCC(=O)NCC3CCCO3)nc(-c3ccc(Br)cc3)nc2n(C)c1=O (stereo not given)	70
CC(=O)Nc1ccc(NS(=O)(=O)c2ccc(C)cc2)c([N+](=O)[O-])c1	62
O=C(c1cccc([N+](=O)[O-])c1)N1CCN=C1SCc1cccnc1	62
Clc1c(CSc2nnc(-c3ccccc3)o2)nc2ccc(Br)cn12	63
O=c1c2nnn(-c3ccc(F)cc3)c2ncn1Cc1nc(-c2cccc(Br)c2)no1	158
COc1cccc(-n2cc[nH]c2=S)c1	66
COc1ccc(N2CCN(/C=C(\C#N)c3nc4ccccc4s3)CC2)cc1	95
COc1cc(Br)c(/C=N\Nc2nc(-c3ccccc3)c3cc(Cl)ccc3n2)cc1OC	56
C=C(C)CC1C(=O)N(S(=O)(=O)c2ccccc2Cl)N=C1C (stereo not given)	51
O=S(=O)(NCC1CCN(Cc2cccs2)CC1)c1ccc2c(c1)OCCO2	75
O=S1(=O)C=CC(Nc2cccc(Cl)c2)C1 (stereo not given)	58
Fc1cccc(-c2nnc3ccc(=S)[nH]n23)c1	59
CCOC(=O)c1c(NC(=O)CCc2ccc(CC)o2)sc2c1CCCC2	63
COc1ccccc1-n1ccn(CC#N)c(=O)c1=O	53
O=C(O)CSCC(=O)Nc1ccccc1N1CCCCC1	54
CN1CCN(C(CNC(=O)CC(C)(C)C)c2ccc(F)cc2)CC1 (stereo not given)	53
CC(C)CCn1c(Sc2nc3ccccc3s2)nc2c1c(=O)[nH]c(=O)n2C	62
COC(=O)C[C@H]1C(C)(C)[C@@H](O)[C@@H]2CC3C4=CC(=O)O[C@@H](c5ccoc5)[C@]4(C)CCC3[C@@]1(C)C2=O (stereo not given in full)	56
CCc1ccc(/C=C/C(=O)Nc2ccc(F)cc2)o1	58
CCOC(=O)c1ccc2nc(NC(=O)C3CCN(S(C)(=O)=O)CC3)sc2c1	63
CCCCn1c(SCc2nc(-c3cc(OC)cc(OC)c3)no2)nc2ccsc2c1=O	78
O=Cc1cccc2nccnc12	59
COC(=O)C(=C(C)C)c1ccc(N(C)C)cc1	57
CCc1ccc(S(=O)(=O)NCCOc2ccc(F)cc2)s1	61
O=C(NCC1CCN(Cc2ccco2)CC1)C(=O)Nc1ccc(C(F)(F)F)cc1	103
COc1ccc(/C=N/Nc2nc3ccccc3nc2-c2ccccc2)c(OC)c1	54
Cc1cc(C)c(S(=O)(=O)N2CCN(c3ccc(-c4cccnc4)nn3)CC2)c(C)c1	68
O=C1C2=C(c3ccccc3)c3cc(F)ccc3C2Sc2ccccc21 (stereo not given)	56
COc1c(Br)csc1C(=O)Nc1cccc(C(F)(F)F)c1	65
COc1cccc(CSc2nc(CC(=O)Nc3ccccc3C(N)=O)cc(=O)[nH]2)c1	54
c1ccc(CSc2nc(-c3ccccc3)c(-c3ccccc3)o2)cc1	60
CCc1cccc(C)c1NC(=O)COC(=O)c1ccc(C2Nc3ccccc3S(=O)(=O)N2)cc1 (stereo not given)	86
CC1C(=O)NCCN1C(=O)c1ccc(Cc2ccccc2)cc1 (stereo not given)	70
O=C(NCCc1ccccc1)Oc1ccc(Cl)cc1	56
O=C(c1ccccc1)c1ccc(Oc2ccc(C(=O)c3ccccc3)cc2)cc1	56
Clc1ccc(-c2cn3c(n2)sc2ccccc23)cc1Cl	60
O=C(CSC1=NS(=O)(=O)c2ccccc2N1)NCC1CCCO1 (stereo not given)	50
CC1=C([N+](=O)[O-])C(c2ccccc2OC(F)F)N(C)C(=O)N1C (stereo not given)	59
Cc1cc(C(=O)N(CCCN(C)C)c2nc3ccccc3s2)on1	78
O=C(Nc1ccc(SCC(=O)N2CCc3ccccc32)nn1)c1cccs1	77
O=C(Cc1ccc(F)cc1)Nc1nnc(-c2ccccn2)o1	55
CC(=O)c1sc(N=CN(C)C)nc1C	60
O=C(c1ccco1)N1CCc2ccc(NC(=O)C34CC5CC(CC(C5)C3)C4)cc2C1	66
Nc1nnc(SCC(=O)c2cccc(Cl)c2)s1	70
CSc1ccc(Oc2ccc(N)cn2)cc1	56
COc1ccc(Cc2nnc(SCC(=O)Nc3ccccc3C(F)(F)F)n2N)cc1	53
O=C(Nc1ccncc1)C1CCN(c2ccc(-c3ccc(Cl)cc3)nn2)CC1	62

Some of the compounds tested; rates above refer to the full screens.
